# From PubChem BioAssay
# AID inh: activation induced cytidine deaminase inhibition | 0.32% of 91,000 active | AID deamination FRET fluorescence, UDG-coupled, 4 h | Potency, µM (series often up to 115 µM), for the others: top-dose activity change, negative = inhibition, usual class: inhibitors | AID 1347428; note: nearly all actives have a fitted effect of over 25% in size
# Target sequence (Q9GZX7 whole entry, looked up): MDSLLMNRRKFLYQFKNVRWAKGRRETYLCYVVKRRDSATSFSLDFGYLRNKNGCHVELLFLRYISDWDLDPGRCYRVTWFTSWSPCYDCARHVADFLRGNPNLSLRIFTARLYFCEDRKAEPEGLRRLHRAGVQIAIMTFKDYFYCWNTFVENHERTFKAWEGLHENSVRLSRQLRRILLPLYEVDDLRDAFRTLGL
# UDG counter: UDG inhibition counter-screen | 0.14% of 91,000 active | FRET deamination/UDG coupled assay, UDG read, 4 h | Potency, µM (top dose mostly 115 µM), without a hit: at the top dose activity change, negative = inhibition, actives largely listed as inhibitors; note: nearly all actives have a fitted effect of over 65% in size
# The depositor's hits bear a star; u = inconclusive; & = joins results of further samples; [ ] = remark or other dose. Calls come from the whole dose curve; as a rule, active = well fitted curve in the direction sought with a large enough effect; inconclusive = small, poorly fitted or top-dose-only effect, or another doubt; inactive = no such curve, though single readings can be large; an effect the other way counts as inactive or inconclusive. % is set by controls: 0 for no effect and ±100 for the full control effect; potency is the fitted concentration of half-maximal effect. An excerpt, so the mix of outcomes need not match the whole.
SMILES,AID inh,UDG counter
CCOc1ccc(NC(=O)C2CC(=O)NC(=Nc3ccc(Cl)c(Cl)c3)S2)cc1 (stereo not drawn),-11.9%,-3.9%
CC(CC1OCC(CN2CCCCC2)O1)CC(C)(C)C (stereo not drawn),-2.0%,-5.3%
O=C(NCC(c1ccco1)S(=O)(=O)c1cccs1)c1ccc(F)cc1 (stereo not drawn),-3.8%,-16.6%
CN(C)S(=O)(=O)c1ccc2oc(SC(C(=O)N3CCCC3)c3ccccc3)nc2c1 (stereo not drawn),0.2%,1.0%
CCOC(=O)c1cnc(SCc2nc(-c3cccc(C)c3)oc2C)nc1N,-8.1%,-3.0%
Cc1ccc2c(c1)C(O)(c1c[nH]c3ccccc13)C(=O)N2 (stereo not drawn),-2.4%,-4.3%
Cc1ccccc1-c1nc(NC(=O)CSc2ncnc3sc4c(c23)CCCC4)ns1,u,-6.2%
COc1ccccc1NC(=O)C1=C(C)Nc2ncnn2C1c1ccc[nH]1 (stereo not drawn),109.9%[activator],8.1%
COc1cc(OC)cc(-n2c(=O)c3sccc3n(Cc3cc(=O)n4c(C)cccc4n3)c2=O)c1,-18.4%,28.9%
CCOc1cc(/C=C/C(=O)c2ccc(C)cc2)cc(Cl)c1O,7.9%,8.3%
Cc1sc(NC(=O)c2ccc(C(C)C)cc2)c(C#N)c1C,3.2%,6.4%
O=C(NCC#Cc1ccccc1)C1CCCN(C(=O)C2CC2)C1 (stereo not drawn),7.1%,-4.4%
O=C(CCc1c[nH]c2ccccc12)Nc1cccc(O)c1,5.0%,-2.2%
CC(C)NC(=O)NC(=O)COC(=O)c1cc2c(s1)CCC2,-2.0%,5.0%
COc1cccc(CNC(=O)c2nn(-c3ccccc3Cl)nc2CO)c1,-2.3%,-9.9%[57.5 µM]
COC(=O)c1c(NC(=O)c2ccc(OC)cc2OC)sc2c1CCCCC2,3.2%[57.5 µM],-6.3%[57.5 µM]
Fc1cccc(/C=N/Nc2ccc(C(F)(F)F)cn2)c1,-3.7%,-1.2%
COC(=O)c1ccccc1NC(=O)c1ccc2c(Cl)c3c(nc2c1)CCCC3,-4.1%,5.4%
O=C(NC1CC1)C1CCN(Cc2nc(-c3ccccc3)no2)CC1,5.3%,12.3%
CCN(CC)S(=O)(=O)c1ccc2c(c1)nc(CN(C)C(=O)Nc1cccc(Cl)c1)n2C,-4.2%,-6.9%
CC(=O)c1c(C)oc2ccc(N(C(=O)Oc3ccccc3)S(=O)(=O)c3ccccc3)cc12,7.6%,4.0%
Cc1onc(-c2ccccc2Cl)c1C(=O)N1CCN(S(=O)(=O)c2ccc(F)c(F)c2)CC1,-14.2%,-4.8%
COc1ccc(C)cc1NC(=O)Nc1cccc(-c2noc(C)n2)c1,-7.1%,-12.4%
Cc1cccc(NC(=O)C(C#N)C(=O)CC(C)C)c1 (stereo not drawn),-2.1%,-0.1%
CSc1ccc(N/C=C/C(=O)c2cc(C)ccc2C)cc1,-5.2%,-2.9%
SMILES,AID inh,UDG counter
c1ccc(-n2ncc3c(NC4CCCC4)ncnc32)cc1,-7.4%&-7.0%,-0.4%&-20.3%
CCCCOc1cc(/C=C/C(=O)c2ccc3c(c2)OCCO3)ccc1OC,-20.5%,-9.6%
COC(=O)c1c(C)[nH]c(C(=O)OCC(=O)Nc2ccc(Cl)cn2)c1C,-8.6%,-8.3%
COc1ccc(NC(=O)c2sc3nc(C)c(C(=O)Nc4ccc(C)cc4C)c(-c4ccc(Cl)cc4)c3c2N)cc1,-16.6%,u
O=C(c1cc(-c2ccco2)[nH]n1)N1CCN(c2ccc(N3CCOCC3)nn2)CC1,32.8%[activator],3.0%
N#CC(C(N)=S)=C1CCCCC1,6.0%,-5.3%
Cc1nn(-c2ccc(Cl)nn2)c2c1C(c1ccc(C(=O)O)cc1)CC(=O)N2 (stereo not drawn),3.9%,-3.0%
COc1cccc(/C=C2/C(=O)c3ccccc3OC2c2ccccc2)c1 (stereo not drawn),u,-21.7%
O=C(OCC1CCCO1)c1ccc(O)cc1 (stereo not drawn),3.1%,1.3%
Cc1ccc(C)c(CN2C(=O)c3ccccc3S(=O)c3ccc(C(=O)N4CCN(c5ccccc5F)CC4)cc32)c1 (stereo not drawn),-7.7%,-6.9%
Cc1cc(F)ccc1NC(=O)C1CCC(CNS(=O)(=O)c2ccc3c(c2)CCCC(=O)N3)CC1 (stereo not drawn),-5.6%,5.9%
CC1CCN(C(C)C(=O)Nc2cccc(C#N)c2)CC1 (stereo not drawn),4.4%,1.4%
Cc1ccccc1NC1C2CC3CC(C2)CC1C3 (stereo not drawn),2.8%,5.5%
COc1ccc(-c2cc(C(=O)NCCc3ccc(OC)c(OC)c3)c3c(-c4ccc(F)cc4)[nH]nc3n2)cc1,-21.7%,-29.4%
O=C(Nc1ccc(F)c(Cl)c1)C1CCN(c2ncccn2)CC1,-9.7%,-4.3%
NC(=O)CSc1ncc2c(n1)-c1ccccc1N(Cc1ccc(F)cc1)S2(=O)=O,23.9%,10.4%
Cc1cccc(/C=N/NC(=O)c2cccs2)n1,-0.9%,-3.8%
Cc1c(C(=O)Nc2ccc(C(F)(F)F)cc2)oc2ccccc12,-3.4%,-13.4%
Cc1ccc2nc(NCC(=O)OC(C)C)nc(-c3ccccc3)c2c1,1.2%,-4.4%
CSC(=S)NN=C1CCCCC1,-7.6%,-4.6%
COC(=O)Cc1c(C)nc2nc(NCc3ccc(Br)cc3)[nH]n2c1=O,0.2%,-10.6%
CS(=O)(=O)c1ccc(OCCOc2ccc(F)cc2)cc1,0.0%,6.3%
CCCN1CCC(NC(=O)C23CC4CC(CC(C4)C2)C3)CC1,-1.4%,-2.7%
CCc1cccc(C)c1NC(=O)CC(C)(C(=O)O)c1ccccc1 (stereo not drawn),3.3%,-4.2%
Cc1ccc(Cn2c(=O)c3cccnc3n(Cc3ccc(C)cc3)c2=O)cc1,10.5%,25.0%
SMILES,AID inh,UDG counter
CCOc1ccc(NC(=O)Cn2cc(C(=O)c3ccc(C)c(C)c3)c(=O)c3cc(F)ccc32)cc1,-12.9%,-7.2%
CCc1ccc(-c2csc(Nc3cccc(C)n3)n2)cc1,-12.2%,-7.9%
COc1ccc(C)cc1NS(=O)(=O)c1ccc2[nH]c(=O)c(=O)[nH]c2c1,0.9%,-7.9%
Cc1c(Cl)cccc1-n1ncc(C(=O)N2CCC(C)CC2)c1C1CCN(C(=O)OC(C)(C)C)CC1,-16.5%,-6.3%
CCCCCCNCc1ccc(C)s1,0.3%,-3.5%
O=c1[nH]c2ccccc2c2ccccc12,9.1%,-5.2%
CN1CCc2c(sc(NC(=O)Nc3ccc(Cl)cc3)c2C(N)=O)C1,56.2%[activator],-8.8%
CCOC(C)C(=O)NN (stereo not drawn),-3.3%,3.6%
Cc1ccccc1C(=O)NC1(C(F)(F)F)N=C(c2ccccc2)N(C2CCCCC2)C1=O (stereo not drawn),19.5%,4.9%
CCc1ccc2c(c1)NC(c1cccnc1)=NC(c1ccc(C(C)(C)C)cc1)=N2,3.8%,u
CCN(CC)CCCNC(=O)c1ccc2c(=O)n(CCc3ccccc3)c(=O)[nH]c2c1,-11.9%,-11.9%
C(=N\N=C(c1ccccc1)c1ccccc1)/c1c[nH]c2ccccc12,-16.3%,-5.5%
O=C1CC(c2ccc(F)cc2)c2c(c3ccccc3[nH]c2=O)O1 (stereo not drawn),-21.0%,0.6%
CC1C(c2cccs2)=[N+]([O-])C(C)(c2ccc(Br)cc2)N1O (stereo not drawn),-7.7%,-6.7%
C[N+](C)(N)CC(=O)[O-],-0.1%,-8.9%
COC(=O)c1ccccc1NC(=O)CCCn1nc(C)c2c(C)n(-c3ccccc3)nc2c1=O,-4.2%,u
COCCCNC(=O)c1ccc(-n2c(-c3ccccc3)cc3c2CCC(C)C3)cc1 (stereo not drawn),-4.3%,-12.6%[57.5 µM]
Cc1ccc(NS(=O)(=O)c2ccc3nc(-c4ccccc4)[nH]c3c2)cc1Cl,-0.1%,-10.7%
CCCCn1nc(C(=O)Nc2ccc(OC)c(OCCOC)c2)c2ccccc2c1=O,-3.5%,-5.2%
CC1=C(C(=O)OCC(F)(F)F)C(c2ccc3c(c2)OCO3)NC(=O)N1 (stereo not drawn),-8.4%,-6.1%
O=S(=O)(c1ccc(C2CCCCC2)cc1)N1CCN(c2cc(Cl)ccc2Cl)CC1,0.3%,7.2%
O=C(O)CNC(=O)c1ccc(NS(=O)(=O)c2cc(Cl)ccc2Cl)cc1,1.0%,-0.4%
Oc1ccc(C2(c3cccc(Cl)c3)CCCCC2)cc1,-4.8%,-0.9%
COC(=O)CCNC(=O)c1ccc(C#N)cc1,7.5%,-6.1%
COc1ccc2cc(C(=O)NCCCN3CCCC3=O)c(C)nc2c1,3.6%,8.5%
SMILES,AID inh,UDG counter
COc1ccc(-c2nc(Cn3nnc(C(=O)Nc4ccccc4F)c3N)c(C)o2)cc1OC,-1.5%,-1.6%
Cc1ccc(CNC(=O)Nn2cnc3ccccc32)cc1,7.1%,-0.4%
O=C(Cn1c(-c2cccs2)cc2cc(Cl)ccc21)N1CCCCC1,0.5%,5.6%
CC(NC(=O)c1cnccn1)c1ccncc1 (stereo not drawn),3.3%,2.6%
COc1ccc(C(=O)NC2CCCC2)cc1OC,1.8%,-3.7%
COc1ccccc1CNC(=O)CSc1nc2nc(C)c(Cc3ccccc3Cl)c(C)n2n1,u,-20.5%
COc1cccc(C(=O)N(Cc2sccc2C)C2CCS(=O)(=O)C2)c1 (stereo not drawn),5.6%,-6.3%
Cc1cccc(OCC(=O)N(Cc2cccc(Cl)c2)Cc2ccco2)c1C,u,-18.7%
CCN1CCN(c2nc3ccccc3nc2C(C#N)S(=O)(=O)c2ccccc2)CC1 (stereo not drawn),2.6%,10.0%
O=C(Nc1ccc(C(=O)N2CCN(c3ccc(F)cc3)CC2)cc1)c1nsc2ccccc12,u,-10.0%
COc1ccc(OC)c(NC(=O)Cn2c(=O)n(Cc3nc(C)no3)c(=O)c3ccccc32)c1,-1.7%,20.6%
COc1ccc2c(c1)CC(NC(=O)Nc1ccc(Br)c(C)c1)CO2 (stereo not drawn),3.5%,-0.8%
Cc1ccc(-n2ncc3c(Nc4ccc5c(c4)OCCO5)ncnc32)cc1Cl,7.6%,3.2%
CC[N+](C)(C)c1cccc(O)c1,-0.3%,10.0%
CCOC(=O)C1(C)C=C(Nc2ccc(C(=O)O)cc2)C(=O)N1c1ccc(C(=O)O)cc1 (stereo not drawn),27.0%,-1.7%
CC(=O)OCc1cnc(C)c2oc(=O)c(C(=O)Nc3ccc(C)cc3Cl)cc12,-4.8%,-23.3%
COc1ccccc1-c1noc(-c2ccc(NC3CCCCC3)c([N+](=O)[O-])c2)n1,9.7%,-15.7%
O=C1N(Cc2ccccc2)c2ccccc2C1(O)c1c[nH]c2ccccc12 (stereo not drawn),-3.9%,9.8%
CCc1ccc(NC(=O)C(C)N2CCN(c3cccc(C(F)(F)F)c3)CC2)cc1 (stereo not drawn),-16.8%,-10.0%
Cc1cc(Cl)c2c([N+](=O)[O-])c(O)ccc2n1,6.7%,6.0%
COc1ccc(CNS(=O)(=O)c2cc(Br)cc3c2N(C(C)=O)C(C)C3)cc1 (stereo not drawn),7.2%,-10.5%
COC(=O)c1sccc1S(=O)(=O)N(CC(=O)Nc1ccccc1)c1ccccc1,20.3%,14.0%
Cc1nc2ccn(Cc3ccco3)c(=O)c2cc1C(=O)NCc1ccc(F)cc1,-7.0%,0.4%[57.5 µM]
CCOC(=O)c1ccc(N2C(=O)c3n[nH]c(-c4ccco4)c3C2c2ccc(OCC)cc2)cc1 (stereo not drawn),22.0%&36.2%,12.6%&-0.2%
CCCn1c2ccc(F)cc2c2nnc(SCCN(CC)CC)nc21,10.2%,-9.0%
N/C(CN1CCCC1)=N\O,-0.6%,0.9%
S=c1ccc2ccccc2[nH]1,-1.8%,2.5%
O=C(c1ccc(F)cc1)n1nc(-c2ccc(Cl)cc2)nc1NCc1ccco1,-13.4%,-10.6%
Cc1ccc(-c2cnc(-c3c(N)sc4c3CCCC4)s2)cc1,30.1%[activator],8.4%

# Taken from above, 13 compounds:
SMILES,AID inh,UDG counter
COc1ccc(C(=O)NC2CCCC2)cc1OC,1.8%,-3.7%
COc1ccccc1CNC(=O)CSc1nc2nc(C)c(Cc3ccccc3Cl)c(C)n2n1,u,-20.5%
COc1cccc(C(=O)N(Cc2sccc2C)C2CCS(=O)(=O)C2)c1 (stereo not drawn),5.6%,-6.3%
Cc1cccc(OCC(=O)N(Cc2cccc(Cl)c2)Cc2ccco2)c1C,u,-18.7%
CCN1CCN(c2nc3ccccc3nc2C(C#N)S(=O)(=O)c2ccccc2)CC1 (stereo not drawn),2.6%,10.0%
O=C(Nc1ccc(C(=O)N2CCN(c3ccc(F)cc3)CC2)cc1)c1nsc2ccccc12,u,-10.0%
COc1ccc(OC)c(NC(=O)Cn2c(=O)n(Cc3nc(C)no3)c(=O)c3ccccc32)c1,-1.7%,20.6%
COc1ccc2c(c1)CC(NC(=O)Nc1ccc(Br)c(C)c1)CO2 (stereo not drawn),3.5%,-0.8%
Cc1ccc(-n2ncc3c(Nc4ccc5c(c4)OCCO5)ncnc32)cc1Cl,7.6%,3.2%
CC[N+](C)(C)c1cccc(O)c1,-0.3%,10.0%
CCOC(=O)C1(C)C=C(Nc2ccc(C(=O)O)cc2)C(=O)N1c1ccc(C(=O)O)cc1 (stereo not drawn),27.0%,-1.7%
CC(=O)OCc1cnc(C)c2oc(=O)c(C(=O)Nc3ccc(C)cc3Cl)cc12,-4.8%,-23.3%
COc1ccccc1-c1noc(-c2ccc(NC3CCCCC3)c([N+](=O)[O-])c2)n1,9.7%,-15.7%
